UBC9 SUMO inh: inhibitors of in vitro SUMOylation cascade, primary screen, biochemical, HTRF, uHTS. HTRF SUMOylation assay, SAE1/SAE2 + UBC9. 290,000 tested, 0.36% active. AID 2006, 2009. inhibition, % at 35 µM. SUMO-conjugating enzyme UBC9 (Homo sapiens), P63279; in the data active means inhibition above about 50%, passing the limit was not always enough; further: strong numbers were not always called active
Target sequence (P63279 whole entry, looked up): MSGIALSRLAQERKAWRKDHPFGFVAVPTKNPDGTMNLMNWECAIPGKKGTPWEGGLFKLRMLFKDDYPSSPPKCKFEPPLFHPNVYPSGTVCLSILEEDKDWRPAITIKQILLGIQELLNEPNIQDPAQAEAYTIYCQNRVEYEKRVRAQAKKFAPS
FID counter: compounds displacing fluorescent DNA intercalator, primary screen, artefact control for HCV NS3 helicase inhibitor project, biochemical, FID fluorescence; DNA fluorescent intercalator displacement; inhibition, % at 7.9 µM; 290,000 tested, 0.17% active; AID 1845, 2009; in the data active means inhibition above about 37%;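 further: 0% = vehicle and 100% = reference compound; higher means more ethidium bromide displaced from hairpin DNA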
pCIP destab: p/CIP-EGFP fusion destabilizers, primary screen, fluorescence, F442A cells; 16 h; 290,000 tested, 0.01% active; Q05BA5; decrease of EGFP signal, % at 10 µM; AID 1984, 2009;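 active means EGFP signal decrease of at least 30% at 10 µM or well 3 SD below plate mean, unless failing retest; inactive means the rest, including hits failing retest or dose response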; further: some compounds called inactive have numbers as strong as hits; many of its hits are not listed in these tables
PHOSPHO1 block: PubChem AID 1565. Phosphoethanolamine/phosphocholine phosphatase (Homo sapiens), Q8TCT1. recombinant PHOSPHO1, absorbance phosphatase assay. inhibition, % at 13.3 µM. 290,000 tested, 1.1% active; in the data active means inhibition above about 60%
Target sequence (Q8TCT1 whole entry, looked up): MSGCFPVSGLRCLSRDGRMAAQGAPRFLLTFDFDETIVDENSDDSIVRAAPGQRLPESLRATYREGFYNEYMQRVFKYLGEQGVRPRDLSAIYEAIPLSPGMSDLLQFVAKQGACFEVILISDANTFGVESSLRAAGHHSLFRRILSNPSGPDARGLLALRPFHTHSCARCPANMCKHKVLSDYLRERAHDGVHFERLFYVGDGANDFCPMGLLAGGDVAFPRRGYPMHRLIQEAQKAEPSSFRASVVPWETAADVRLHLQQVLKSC
VIM-2 inh: VIM-2 metallo-beta-lactamase inhibitors, primary screen, biochemical, epi-absorbance readout, Pseudomonas aeruginosa enzyme; purified VIM-2, nitrocefin hydrolysis, epi-absorbance fluorescence; inhibition, % at 5.6 µM; 290,000 tested, 0.89% active;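 active means inhibition above the mean of all tested compounds plus 3 SD, cutoff set per screening run, cut at about 7.5% in these data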;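 further: red hydrolysis product quenches plate fluorescence so inhibitors raise well fluorescence; 0% = enzyme with DMSO and 100% = DMSO without enzyme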
IDE cell activ: human IDE activators in live cells, primary screen, fluorescence polarization, HEK cells, FAbeta-B substrate | Insulin-degrading enzyme (Homo sapiens), P14735 | FAbeta-B cleavage; 0% vehicle, 100% cell-free pure enzyme wells | 340,000 tested, 0.073% active | AID 493087, 2011 | activation, % at 5.96 µM;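 active means activation above the mean of all tested compounds plus 3 SD, set per screening campaign, cut at about 17% in these data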
NS3 helicase inh: inhibitors of HCV NS3 helicase, primary screen, biochemical, Cy5 molecular beacon fluorescence | Hepatitis C virus NS3 helicase | NS3 helicase DNA unwinding | inhibition, % at 10.9 µM | 290,000 tested, 0.56% active;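 active means inhibition above the mean of all tested compounds plus 3 SD, set per campaign, cut at about 35% in these data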;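 further: 0% = DMSO wells and 100% = thioflavine S control wells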
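System: Hepatitis C virus NS3 helicase domain fragment enzyme | Reagent: Annealed dual-labelled DNA beacon duplex, ATP-started | Compound dosing: 10.9 µM single point, 0.8% DMSO | Incubation: 1 h reaction at 25 °C, ATP-initiated | Technique: Cy5 fluorescence | Evaluation: Percent inhibition from t60/t0 fluorescence ratio | Benchmarks: Low DMSO, high thioflavine S at 110 µM | Replication: Singlicate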
IMP-1 inhibitor: IMP-1 metallo-beta-lactamase inhibitors, primary screen, biochemical, epi-absorbance readout, Pseudomonas aeruginosa enzyme | purified IMP-1, nitrocefin hydrolysis, epi-absorbance fluorescence | 290,000 tested, 0.45% active | inhibition, % at 5.6 µM;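 active means inhibition above the mean plus 3 SD of all compounds in the same screening run, cut at about 4.5% in these data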;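 further: 0% = IMP-1 with DMSO and 100% = DMSO wells lacking enzyme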
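Assay system: purified IMP-1; Quantity: IMP-1 0.2 nM before substrate addition; Medium: HEPES buffer pH 7.1 with ZnSO4 and Brij 35; Incubation: 15 min enzyme–compound preincubation, then 25 min nitrocefin reaction, 25 °C; Signal: fluorescence quenching readout, ex 480/em 530 nm; Controls: DMSO with and without IMP-1; Repeats: singlicate testing.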
MEKK3 PB1 HTS: modulators of MEKK3-MEK5 PB1 binding, primary screen, biochemical, wildtype MEKK3, multiplex bead flow cytometry, Alexa488-MEK5 | Mitogen-activated protein kinase kinase kinase 3 (Homo sapiens), Q99759 | bead-based flow cytometry, Alexa488-MEK5 binding to MEKK3; actives lie on both sides; 0 = blocked by unlabeled MEK5, 100 = vehicle | binding response (% of control), % at 10 µM | 290,000 tested, 1.4% active | AID 1529, 2009;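 active means binding response more than 3 SD above or below the average of its plate-row segment, actives on both sides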;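 further: Alexa488 bead fluorescence after subtracting the streptavidin-only scavenger bead signal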
Target sequence (Q99759 whole entry, looked up): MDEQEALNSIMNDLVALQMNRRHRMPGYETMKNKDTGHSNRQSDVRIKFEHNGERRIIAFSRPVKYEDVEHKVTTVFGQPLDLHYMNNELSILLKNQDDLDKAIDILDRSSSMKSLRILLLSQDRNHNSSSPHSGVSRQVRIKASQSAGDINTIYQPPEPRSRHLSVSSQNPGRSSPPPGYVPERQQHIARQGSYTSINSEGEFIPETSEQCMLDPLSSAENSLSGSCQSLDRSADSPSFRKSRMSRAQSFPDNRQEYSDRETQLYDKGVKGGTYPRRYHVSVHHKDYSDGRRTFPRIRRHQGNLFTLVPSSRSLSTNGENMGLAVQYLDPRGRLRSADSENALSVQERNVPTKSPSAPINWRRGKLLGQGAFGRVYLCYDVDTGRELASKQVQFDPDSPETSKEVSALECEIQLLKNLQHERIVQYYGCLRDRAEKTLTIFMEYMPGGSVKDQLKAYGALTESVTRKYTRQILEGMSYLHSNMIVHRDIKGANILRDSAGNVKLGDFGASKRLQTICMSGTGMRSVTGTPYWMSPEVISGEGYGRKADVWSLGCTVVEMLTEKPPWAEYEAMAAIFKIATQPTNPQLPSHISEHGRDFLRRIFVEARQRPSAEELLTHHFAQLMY
The depositor's hits bear a star; . = no result given.

SMILES | UBC9 SUMO inh | FID counter | pCIP destab | PHOSPHO1 block | VIM-2 inh | IDE cell activ | NS3 helicase inh | IMP-1 inhibitor | MEKK3 PB1 HTS
COc1ccc(C(=O)COC(=O)c2ccc(N(C)C)cc2)cc1 | 8.4 | -4.7 | -3.5 | 4.1 | -0.9 | 2.5 | -2.2 | -1.4 | 98.0
CCOC(=O)CC(=O)N/N=C/c1c(N)n(C)c(=O)n(C)c1=O | -2.5 | -4.8 | 13.7 | -7.7 | -1.9 | 1.4 | -8.8 | -2.9 | 76.0
O=C(CNS(=O)(=O)c1ccccc1)NCc1ccco1 | 3.4 | -7.7 | -5.6 | -5.0 | -2.9 | 1.6 | 5.1 | -8.1 | 102.0
O=c1[nH]c2cccnc2c2ccsc12 | 4.2 | 12.6 | 0.6 | 40.8 | -0.4 | -5.2 | 1.7 | -3.0 | 101.0
COC(=O)c1[nH]c2ccc(C)cc2c1NC(=O)CCN1CCN(C2CCCCC2)CC1 | 21.7 | 10.8 | -7.2 | -61.6 | -3.4 | . | 10.6 | -0.8 | 100.0
O=c1[nH]c2ccc(S(=O)(=O)N3CCN(Cc4ccccc4)CC3)cc2[nH]c1=O | 24.8 | -3.1 | -4.7 | 21.5 | -0.6 | 1.5 | -4.9 | -2.2 | 97.0
COC(=O)N/N=C/c1cccc(OCCSc2ccc(Cl)cc2)c1 | 14.0 | -10.2 | -9.1 | 4.7 | -3.4 | -3.6 | -9.6 | -3.3 | 90.0
Cc1cccc(N2C(=O)CC(N3CCN(Cc4ccc5c(c4)OCO5)CC3)C2=O)c1 (stereo not given) | 19.9 | -7.8 | -2.6 | 34.2 | -2.5 | 2.9 | 0.1 | -3.5 | 100.0
COC(CNC(=O)c1cc(C(=O)c2c(-c3c(Cl)cccc3Cl)noc2C)c[nH]1)OC | 1.6 | -13.6 | -3.5 | 9.9 | 0.0 | 4.4 | -8.8 | -1.9 | 99.0
CC(C)(Oc1ccc(Cl)cc1)C(=O)NC1CCSC1=O (stereo not given) | -11.4 | -1.2 | 10.8 | 0.1 | -1.1 | 6.0 | 1.6 | -3.1 | 102.0
CCOC(=O)COc1nc(-c2ccc(C)cc2)cc(-c2ccco2)c1C#N | 21.9 | -5.8 | -11.1 | 26.8 | -1.1 | 3.4 | 0.1 | -0.8 | 104.0
CC(=O)Nc1ccc(CN2CCC(n3nccc3NC(=O)CCc3ccccc3)CC2)cc1 | 10.5 | 0.6 | -1.0 | 31.3 | -3.6 | 1.7 | -16.5 | -4.3 | 103.0
O=C(COc1nsnc1N1CCOCC1)Nc1ccc(Br)cc1 | 7.6 | -12.1 | -5.7 | 36.2 | -1.4 | 4.2 | -6.9 | -2.2 | 103.0
CCn1nc(NC(=O)C(C)(C)C)c2cc3cccc(C)c3nc21 | 2.6 | -26.2 | -0.2 | 15.0 | -0.9 | 4.5 | 2.5 | -2.5 | 98.0
CC(=O)c1c(C)[nH]c(C(=O)OCc2ccccc2)c1C | 8.9 | -10.3 | -13.0 | 10.8 | -1.9 | 3.2 | -7.7 | -4.8 | 120.0
CNc1c([N+](=O)[O-])cnn1-c1ccc(Cl)cc1 | -9.3 | -0.3 | 6.5 | 31.4 | -2.9 | 0.9 | -1.8 | -2.1 | 100.0
CCn1c(CNc2ccc(OC)cc2)nnc1SCC(=O)Nc1ccc(F)cc1 | -6.7 | -12.0 | -0.6 | 15.0 | -3.0 | -3.6 | 4.4 | -1.7 | 107.0
Cc1ccc(SCC(=O)NC(=O)NCc2ccccc2)c(C)c1 | -16.7 | -18.7 | -5.1 | 0.3 | -4.0 | -1.5 | -15.4 | -2.6 | 107.0
Cc1ccc2nc(-c3ccccc3)c(CN3CCOCC3)n2c1 | -0.2 | -4.9 | -4.2 | 38.5 | -0.3 | 1.6 | -6.1 | -0.9 | 107.0
O=C(Nc1ccc(OC(F)F)cc1)c1ncc(Cl)c(Cl)c1Cl | -14.6 | -2.8 | 15.0 | -3.7 | 2.9 | 8.5 | -3.4 | -2.3 | 103.0
Cc1ccc2c(c1)c(C)cc[n+]2Cc1ccccc1 | 4.1 | 0.1 | -19.0 | -21.4 | 1.0 | -2.1 | -12.7 | 1.9 | 103.0
CCOC(=O)c1nn(-c2ccccc2)c(C(=O)OCC)c1N | 11.0 | -10.5 | 2.7 | 11.4 | -3.5 | 1.9 | -2.1 | -3.4 | 100.0
O=Cc1c(NCc2ccccc2Cl)c2ccccc2[nH]c1=O | 9.1 | -13.8 | -6.8 | 8.3 | 0.0 | 0.1 | 4.6 | -0.2 | 107.0
COC(=O)C(C)n1cnc2c(nnn2-c2ccc(F)cc2)c1=O (stereo not given) | -9.3 | -3.3 | 6.5 | 20.2 | -4.1 | -4.2 | 1.0 | -1.4 | 99.0

Limited to pCIP destab and NS3 helicase inh (2 entries from above):
| SMILES | pCIP destab | NS3 helicase inh |
| --- | --- | --- |
| CNc1c([N+](=O)[O-])cnn1-c1ccc(Cl)cc1 | 6.5 | -1.8 |
| CCn1c(CNc2ccc(OC)cc2)nnc1SCC(=O)Nc1ccc(F)cc1 | -0.6 | 4.4 |

The results go on.
SMILES | UBC9 SUMO inh | FID counter | pCIP destab | PHOSPHO1 block | VIM-2 inh | IDE cell activ | NS3 helicase inh | IMP-1 inhibitor | MEKK3 PB1 HTS
O=C(NC(=S)Nc1ccc(Cl)cn1)C12CC3CC(CC(C3)C1)C2 | -3.8 | -2.1 | 10.3 | -3.9 | -2.4 | -1.2 | 5.5 | -0.7 | 95.0
O=C(c1ccc(Cl)cc1)N1CCN(c2cc(=O)[nH]nc2-c2ccccc2)CC1 | 0.6 | -35.8 | -13.2 | 16.2 | -1.9 | 3.0 | -1.2 | -1.3 | 104.0
O=C(N/N=C/c1c[nH]c2ccccc12)c1[nH]c2ccc(Br)cc2c1-c1ccccc1 | -31.6 | -6.8 | -27.1 | -16.5 | -3.8 | 5.7 | -10.1 | -1.4 | 91.0
COc1ccc(OC)c(-c2cc(C3CCN(C(=O)OC(C)(C)C)CC3)[nH]n2)c1 | 3.3 | -32.2 | 5.3 | 39.7 | -3.0 | 4.7 | -16.5 | -2.3 | 100.0
N#CC1=C(N)N2C(=C(C#N)C13CCCC3)Nc1ccccc12 | 13.2 | 0.4 | -10.4 | 32.2 | -5.3 | -1.9 | 10.8 | -3.7 | 98.0
O=C(NNC(=O)C1CCCC1)c1ccccc1F | -2.2 | -6.1 | -4.6 | 31.0 | 1.1 | 0.1 | 24.7 | 0.8 | 98.0
CCN(CC(=O)Nc1cccc(OC)c1)C(=O)c1cnc(Cl)c(Cl)c1 | 12.9 | -13.2 | -10.1 | -31.9 | -0.3 | 1.7 | -4.2 | -1.8 | 101.0
O=C(C1CCOCC1)N1CCC(CO)(CCc2ccccc2)CC1 | 14.2 | -25.9 | -15.4 | 35.4 | -1.8 | -4.0 | 5.5 | -2.2 | 100.0
COc1ccc(/C=N/NC(=O)c2ccccc2O)cc1Cn1nnc2ccccc21 | 21.3 | -17.1 | 4.0 | 27.7 | -1.1 | 3.4 | -8.7 | 0.6 | 68.0
O=C(CN1CCN(S(=O)(=O)c2ccc3ccccc3c2)CC1)Nc1ccc2c(c1)CCC2 | -19.0 | -26.3 | 2.0 | -17.2 | -1.6 | -4.5 | -22.4 | -2.5 | 101.0
CC(C)[C@H](NC(=O)N1c2ccccc2NC(=O)[C@@H]1C(C)C)C(=O)N[C@@H](Cc1ccccc1)C(=O)O | 3.8 | -38.8 | -1.1 | 23.4 | -3.3 | 4.3 | -2.2 | -5.0 | 100.0
COCc1cc(=O)[nH]c(SCC(=O)N2CCOCC2)n1 | 4.5 | -3.5 | 12.2 | 24.0 | -0.9 | 7.4 | 12.6 | -0.7 | 100.0
O=C(O)c1cc(S(=O)(=O)Nc2ccc3c(c2)OCCO3)c(Cl)cc1Cl | 5.2 | 1.3 | -14.4 | 10.1 | -0.6 | 4.1 | 1.6 | -2.5 | 99.0
CC1C(=O)OC(c2ccc(Cl)cc2)C(C)(C)C1=O (stereo not given) | 16.3 | -3.7 | -1.4 | 27.3 | -2.3 | 5.2 | 3.4 | -2.4 | 107.0
Cc1[nH][nH]c(=O)c1C(c1ccc(O)c(Br)c1)c1c(C)[nH][nH]c1=O | -10.5 | -3.0 | -8.4 | 5.1 | 0.4 | 2.9 | 13.2 | -2.0 | 102.0
O=C(c1nc2nc(-c3ccccc3)cc(C(F)(F)F)n2n1)N1CCCCC1 | 12.8 | -21.6 | 3.5 | -26.6 | -1.1 | 0.0 | -0.1 | -2.0 | 99.0
Cc1ccc(C)c(SCC(=O)OCC(=O)Nc2ncc(C(F)(F)F)cc2Cl)c1 | 5.8 | -6.5 | -6.7 | -6.2 | -3.2 | -2.5 | 11.2 | -3.1 | 99.0
Cc1ccc(C(=O)N=c2sccn2C)cc1C | 11.2 | -7.6 | -1.1 | -5.7 | -1.7 | 3.0 | 2.6 | -0.2 | 103.0
COc1ccccc1C1CC(c2ccc(Br)cc2)=NN1C(=O)c1cccnc1 (stereo not given) | -11.1 | -32.6 | -5.8 | -13.5 | 0.8 | 3.3 | -22.1 | -2.1 | 106.0
O=C(CN1CCOCC1)Nc1nc2ccc([N+](=O)[O-])cc2s1 | 0.2 | 2.9 | -2.8 | 23.6 | -1.1 | 6.0 | -1.1 | -3.3 | 96.0
COC(=O)Nc1ccc(S(=O)(=O)N2CCN(c3ccc(F)cc3)CC2)cc1 | -9.5 | -7.2 | 8.3 | 24.2 | -1.7 | -4.0 | -4.8 | -3.7 | 99.0
Brc1ccc(C2Nc3cccc4cccc(c34)N2)s1 | 0.1 | -2.8 | 2.4 | -6.8 | -4.2 | -6.1 | 13.3 | -3.0 | 102.0
Cc1ncoc1C(=O)N1CCCC(C(=O)c2ccc(Oc3ccccc3)cc2)C1 (stereo not given) | -13.9 | -35.6 | -15.2 | 32.5 | -2.3 | 5.0 | 0.4 | -1.4 | 98.0
Cc1cccc(N(Cc2cc3ccccc3[nH]c2=O)S(=O)(=O)c2ccccc2)c1 | -18.8 | 1.3 | 4.7 | -2.5 | -0.3 | 2.2 | 5.4 | 1.0 | 126.0
O=C(NCC(c1cccs1)N1CCOCC1)c1ccccc1NS(=O)(=O)c1cccc([N+](=O)[O-])c1 (stereo not given) | 9.9 | -26.5 | 2.4 | 4.1 | -0.2 | 0.8 | 0.0 | -3.0 | 108.0
COCC1CCN(C(=O)c2cc(COc3ccc4c(c3)CCCC4)on2)C1 (stereo not given) | -6.9 | -35.3 | -8.1 | 31.3 | -0.1 | 1.2 | 6.8 | 0.7 | 101.0

These rows are one share of the data (hit frequency here may not be typical).
